# Compound activity: PubChem, several laboratories
# KKLEB cytotox: reduces viability of KKLEB cystic fibrosis airway cells; KKLEB CF airway cells viability, ATPlite luminescence, overnight; active compounds read low; cells stimulated with P. aeruginosa culture filtrate; activity change (cytotoxicity), % at 5 µM; 360,000 compounds, 0.36% hits;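 active = corrected activity change at or below -50% at 5 µM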
# MITF TRPM1 inh: inhibitors of MITF-driven TRPM1 promoter in melanoma cells; SK-MEL-5 TRPM1 promoter luciferase, 24 h; inhibition, % at 12.5 µM; 330,000 compounds, 0.83% hits; AID 488899;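 active = mean inhibition across replicates of 60% or more, whatever share of single replicates reaches that level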; note: values of inactives mirror those of a sister screen read the other way
# Peg3 promoter: Peg3 promoter activity inhibition. HeLa PEG-Prom luciferase reporter, luminescence, overnight. inhibition, % at 20 µM. 360,000 compounds, 1.7% hits. AID 588405;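 active = inhibition of at least 50% at 20 µM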
# PDI turbidity: inhibitors of human protein disulfide isomerase; PDI insulin aggregation turbidity, A650, 90 min; inhibition, % at 10 µM; 350,000 compounds, 0.052% hits; P07237; AID 588391;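 active = mean inhibition across replicates of 30% or more, whatever share of single replicates reach that level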;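 note: absorbance from insulin aggregation driven by PDI reduction with DTT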
# Target sequence (P07237 whole entry, looked up): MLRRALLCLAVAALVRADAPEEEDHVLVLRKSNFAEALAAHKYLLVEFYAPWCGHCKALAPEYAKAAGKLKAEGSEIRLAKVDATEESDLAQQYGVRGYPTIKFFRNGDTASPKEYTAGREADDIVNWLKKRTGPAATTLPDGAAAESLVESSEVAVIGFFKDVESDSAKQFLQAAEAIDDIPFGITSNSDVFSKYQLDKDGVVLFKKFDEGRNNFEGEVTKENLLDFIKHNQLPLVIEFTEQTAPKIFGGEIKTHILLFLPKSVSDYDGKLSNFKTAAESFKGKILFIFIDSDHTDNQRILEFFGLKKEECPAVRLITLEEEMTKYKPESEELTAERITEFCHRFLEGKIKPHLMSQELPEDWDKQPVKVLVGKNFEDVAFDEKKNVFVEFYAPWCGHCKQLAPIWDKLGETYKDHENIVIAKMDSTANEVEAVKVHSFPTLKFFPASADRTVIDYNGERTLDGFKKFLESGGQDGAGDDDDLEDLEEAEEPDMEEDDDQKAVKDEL
# NR2E3 ag-1: human photoreceptor-specific nuclear receptor agonism; inhibition of corepressor binding, % at 3.98 µM; 360,000 compounds, 0.35% hits; AID 602229; CHO-S Gal4-NCOR/VP16-NR2E3 two-hybrid, luciferase;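 active = inhibition above the mean of all tested compounds plus 3 SD, cut at about 70% in these data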;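 note: 0% = DMSO with NR2E3 transfected cells and 100% = cells lacking NR2E3 construct; higher means lower luciferase signal from less NR2E3 corepressor binding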
# CF NFkB block: inhibitors of cystic fibrosis induced NF-kB; KKLEB NF-kB-GFP reporter, PAF-induced, GFP fluorescence overnight; inhibition, % at 5 µM; 360,000 compounds, 0.86% hits;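 active = at least 50% inhibition at 5 µM, scaled per plate between neutral and stimulator controls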;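 note: PAF is a Pseudomonas aeruginosa culture filtrate used as stimulus; plate controls were PAF-stimulated DMSO wells for no effect and unstimulated DMSO wells for full effect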
# HIF-2a inh: inhibitors of HIF-2a | AID 624352 | 360,000 compounds, 0.72% hits | inhibition, % at 18.8 µM | 786-0 RCC cells HIF-2a reporter, luciferase luminescence, overnight;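 active = inhibition of the luminescence signal of 40% or more relative to plate controls, in a single-dose primary screen at 18.75 µM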
# Vif imaging: HIV Vif inhibition | HEK293T cells, Vif self-association by quenched fluorescence, imaging, 24 h | inhibition, % at 7.49 µM | 340,000 compounds, 0.35% hits; in the data active = inhibition above about 50%, passing the limit was not always enough; note: some results filed as inactive read as strong as hits
# Shn3 inh set2: reduces Shn3 3'UTR luciferase signal in osteoblasts; Clone20 osteoblast Shn3 3'UTR firefly luciferase, 24 h; inhibition, % at 12.5 µM; 360,000 compounds, 0.52% hits; AID 588674;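 active = mean inhibition of at least 75% with every replicate also reaching 75%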;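 note: 0% = median of neutral control wells and 100% = pilot-screen positive control compound; some compounds past the cut are filed as inactive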
# CaV13 ICDI inh: Primary screen for inhibitors of IQ motif and Ca2+-dependent inactivation inhibitor domain binding in CACNA1D, Förster resonance energy transfer in living cells, … | 340,000 compounds, 0.098% hits | inhibition, % at 12.3 µM | HEK cells, CFP/YFP FRET ICDI-IQ, plate reader, 10 min; percent FRET-ratio fall versus neutral wells | AID 743397;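 active = mean replicate inhibition of at least 30% and at least 1% of replicates passing that level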;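 note: 0% = median of the neutral control wells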
# NR2E3 ag-2: agonists of human nuclear receptor NR2E3. 320,000 compounds, 0.12% hits. Q9Y5X4. inhibition of corepressor binding, % at 4.78 µM. GST-NR2E3/biotin-RetCOR TR-FRET, 1536-well. AID 2300;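 active = percent inhibition above the cutoff of mean plus 3 SD of all tested compounds, set per screening campaign, cut at about 20% in these data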;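 note: 0% = DMSO wells and 100% = biotin wells as full block of FRET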
#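 system = GST-tagged NR2E3 plus biotinylated RetCOR corepressor | input = 1.35 nM GST-NR2E3 | also added = 7 nM biotin-RetCOR | schedule = 5 h incubation at 4 °C | measured by = TR-FRET with europium anti-GST and streptavidin-D2, 340 nm excitation | read-out = percent loss of FRET ratio relative to control wells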
# Numbers without * were called inactive; . = no result given.
SMILES,KKLEB cytotox,MITF TRPM1 inh,Peg3 promoter,PDI turbidity,NR2E3 ag-1,CF NFkB block,HIF-2a inh,Vif imaging,Shn3 inh set2,CaV13 ICDI inh,NR2E3 ag-2
O=C(NCC1(N2CCCCC2)CCCCC1)c1cccc(S(=O)(=O)Nc2ccc(F)cc2)c1,-1.3,-24.7,-7.4,3.6,13.9,-27.2,8.3,3.7,2.1,-5.7,2.6
N/C(=N\OC(=O)COc1cc(Cl)c(Cl)cc1Cl)c1ccccn1,-6.6,-68.4,-302.1,-5.8,-129.8,12.4,-297.4,-0.3,-68.5,4.5,6.9
O=C1CC(c2ccsc2)Sc2ccccc2N1 (stereo unspecified),-3.4,17.6,1.7,-1.3,-4.5,-0.6,-0.1,-2.6,-12.3,-3.7,-0.3
Brc1ccccc1-c1nnc2sc(Cc3ccccc3)nn12,-3.5,4.3,1.2,5.2,-22.5,47.1,-0.2,-0.5,-19.1,-8.5,3.7
O=C(/C=C/c1ccccc1)OCc1cnc(Cl)s1,8.3,-2.3,-15.8,2.0,-9.1,14.2,17.0,10.1,-8.3,-2.0,1.9
COc1ccccc1CNC(=O)c1cn(C)c(=O)c2cc(OC)c(OC)cc12,0.0,2.5,11.9,3.3,7.4,-6.9,9.5,1.1,-3.0,-4.1,0.9
CCSc1nc2sc3c(c2c(=O)n1CC)CCC3,-15.7,-8.5,0.0,8.1,4.7,34.9,-5.5,-9.8,9.2,-5.1,.
Cc1ccc(S(=O)(=O)Nc2ncc(C(F)(F)F)cc2Cl)cc1,9.2,-27.9,4.4,-4.8,0.1,4.4,20.3,0.2,-8.5,-2.6,2.1
COC(=O)C(C)(C)ONC(=O)Nc1ccccc1,2.5,-1.9,-4.5,-3.6,-26.4,21.0,3.1,0.4,14.7,-19.0,3.8
O=C(/C=C/c1cccc(F)c1)N1CCN(c2ccccn2)CC1,-6.8,-22.0,-23.7,2.2,5.6,-7.0,-41.8,3.6,-7.5,-4.5,0.1
COc1ccc(N2CCN(CC(=O)Nc3ccc(C)cc3Br)CC2)cc1,4.9,10.0,14.3,2.3,18.8,4.0,8.1,16.0,-0.1,-2.2,.
Nc1nc(SCc2nnc(SCC(=O)O)n2-c2ccccc2)nc2sc3c(c12)CCCC3,4.6,3.5,28.7,-2.6,2.7,9.4,9.6,20.7,-7.4,-6.5,3.2

# Exported with each value named: part of the list above.
Brc1ccccc1-c1nnc2sc(Cc3ccccc3)nn12
  KKLEB cytotox: -3.5 | MITF TRPM1 inh: 4.3 | Peg3 promoter: 1.2 | PDI turbidity: 5.2 | NR2E3 ag-1: -22.5 | CF NFkB block: 47.1 | HIF-2a inh: -0.2 | Vif imaging: -0.5 | Shn3 inh set2: -19.1 | CaV13 ICDI inh: -8.5 | NR2E3 ag-2: 3.7

O=C(/C=C/c1ccccc1)OCc1cnc(Cl)s1
  KKLEB cytotox: 8.3 | MITF TRPM1 inh: -2.3 | Peg3 promoter: -15.8 | PDI turbidity: 2.0 | NR2E3 ag-1: -9.1 | CF NFkB block: 14.2 | HIF-2a inh: 17.0 | Vif imaging: 10.1 | Shn3 inh set2: -8.3 | CaV13 ICDI inh: -2.0 | NR2E3 ag-2: 1.9

COc1ccccc1CNC(=O)c1cn(C)c(=O)c2cc(OC)c(OC)cc12
  KKLEB cytotox: 0.0 | MITF TRPM1 inh: 2.5 | Peg3 promoter: 11.9 | PDI turbidity: 3.3 | NR2E3 ag-1: 7.4 | CF NFkB block: -6.9 | HIF-2a inh: 9.5 | Vif imaging: 1.1 | Shn3 inh set2: -3.0 | CaV13 ICDI inh: -4.1 | NR2E3 ag-2: 0.9

# Later entries
SMILES,KKLEB cytotox,MITF TRPM1 inh,Peg3 promoter,PDI turbidity,NR2E3 ag-1,CF NFkB block,HIF-2a inh,Vif imaging,Shn3 inh set2,CaV13 ICDI inh,NR2E3 ag-2
COc1cc2c(cc1OC)CN(CC(=O)Nc1ccc(C)c(S(=O)(=O)N3CCOCC3)c1)CC2,-10.0,8.1,8.5,12.0,-14.4,6.8,8.8,-2.1,12.6,-7.3,1.9
Cn1nnnc1SCc1csc(Nc2ccccc2)n1,-1.8,-59.3,-167.1,-3.2,-122.0,-11.7,-150.2,-5.1,-18.3,.,0.8
O=C(Cn1nnc(-c2ccccc2)n1)Nc1cccc(S(=O)(=O)N2CCOCC2)c1,-18.8,1.7,15.8,-2.4,13.1,-14.1,-2.0,-5.6,-6.5,-5.3,1.1
COc1cccc(C(=O)Nc2ccc3c(c2)C(=O)N(CCC(=O)O)C3=O)c1,2.4,-10.2,5.3,-1.4,-6.2,-9.2,-8.7,1.1,1.3,-4.8,5.3
CCOC(=O)/C(C#N)=C/Nc1ccccc1NS(=O)(=O)c1ccc2c(c1)OCCO2,7.2,-6.5,15.6,-9.7,6.4,10.6,7.5,-3.3,-12.2,-4.7,1.4
CCOc1ccc(N(CC(=O)NCC2CCCO2)S(=O)(=O)c2ccc(Cl)cc2)cc1 (stereo unspecified),8.2,7.5,9.8,-5.5,-2.2,-0.9,5.4,0.1,0.9,-4.8,3.9
NNC(=O)[C@H](Cc1ccccc1)NC(=O)NCCc1ccccc1,7.4,4.9,-8.5,4.0,-11.2,-4.6,8.5,5.7,-14.3,-5.2,-0.6
O=C(/C=C/c1ccc([N+](=O)[O-])cc1)OCC(=O)N1CCOCC1,-2.2,4.3,-12.7,13.0,-3.4,-41.9,-3.0,-1.9,-27.5,-7.8,.
CCOC(=O)CCCCC(=O)c1[nH]c(=O)[nH]c1CSc1nc2ccccc2[nH]1,11.5,-10.9,-5.3,2.3,-2.7,-11.8,8.0,1.2,6.1,-8.9,-55.5
CCCC(C(=O)Nc1ccc(S(=O)(=O)Nc2nccs2)cc1)c1ccccc1 (stereo unspecified),-0.7,-12.9,17.8,-1.6,17.1,9.8,8.6,.,-3.0,-4.3,.
Cc1cc(S(=O)(=O)N(Cc2ccc(C(C)(C)C)cc2)Cc2cccs2)ccc1-n1cnnn1,8.5,-2.1,2.7,-4.9,-3.4,4.6,16.1,-0.5,31.1,-16.7,-1.0
CCc1nc(SCc2cccnc2)[nH]c(=O)c1C,-0.8,11.5,-6.3,1.5,-17.9,-3.0,20.6,1.9,10.4,-4.3,1.7

# 2 records drawn at random from the list so far:
SMILES,KKLEB cytotox,MITF TRPM1 inh,Peg3 promoter,PDI turbidity,NR2E3 ag-1,CF NFkB block,HIF-2a inh,Vif imaging,Shn3 inh set2,CaV13 ICDI inh,NR2E3 ag-2
O=C(NCC1(N2CCCCC2)CCCCC1)c1cccc(S(=O)(=O)Nc2ccc(F)cc2)c1,-1.3,-24.7,-7.4,3.6,13.9,-27.2,8.3,3.7,2.1,-5.7,2.6
Cc1ccc(S(=O)(=O)Nc2ncc(C(F)(F)F)cc2Cl)cc1,9.2,-27.9,4.4,-4.8,0.1,4.4,20.3,0.2,-8.5,-2.6,2.1
